TcdB GH inh – TcdB glycohydrolase inhibition; TcdB glycohydrolase enzymatic assay, plate reader; inhibition, % at 9.99 µM; actives 0.24% (n = 350,000); AID 652162; P18177; in the data active = inhibition above about 10%
Mtb UGM inh – blocks M. tuberculosis UGM enzyme | actives 0.06% (n = 320,000) | AID 504406 | inhibition, % at 10 µM | P9WIQ1 | purified UGM, fluorescence polarization probe displacement; in the data active = inhibition above about 10%, passing the limit was not always enough
Target sequence (P9WIQ1 whole entry, looked up): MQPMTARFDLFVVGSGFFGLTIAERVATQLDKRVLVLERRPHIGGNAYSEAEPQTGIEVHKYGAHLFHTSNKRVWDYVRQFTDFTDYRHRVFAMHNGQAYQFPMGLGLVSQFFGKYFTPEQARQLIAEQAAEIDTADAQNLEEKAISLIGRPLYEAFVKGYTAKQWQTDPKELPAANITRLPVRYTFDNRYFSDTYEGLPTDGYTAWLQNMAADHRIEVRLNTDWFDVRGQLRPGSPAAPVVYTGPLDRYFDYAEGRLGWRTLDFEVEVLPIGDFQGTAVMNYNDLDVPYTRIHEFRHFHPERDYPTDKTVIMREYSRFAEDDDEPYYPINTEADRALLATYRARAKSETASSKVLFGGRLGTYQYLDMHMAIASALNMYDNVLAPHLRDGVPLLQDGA
FadD28 binding – inhibitors of Mycobacterium tuberculosis FadD28 bisubstrate binding; FadD28 bisubstrate probe binding, fluorescence polarization; actives 0.22% (n = 360,000); AID 588549; inhibition, % at 12.5 µM; in the data active = inhibition above about 8.5%, passing the limit was not always enough
Mtb BioA inh – inhibitors of Mycobacterium tuberculosis BioA enzyme | actives 0.096% (n = 360,000) | inhibition, % at 9.99 µM | purified M. tuberculosis BioA enzyme, plate reader; in the data active = inhibition above about 40%
Vc quorum ag – induces V. cholerae light production without autoinducers; V. cholerae BH1578 lux reporter, luminescence, 6 h; activation, % at 18.7 µM; actives 0.16% (n = 350,000); AID 588436; in the data active = activation mostly above about 9.7%, no sharp cut-off; also: not every result past the cut was called active; inactives centre near 0; reference of the scale not given here
PfHsp40 yeast – restores yeast growth despite PfHsp40 toxicity; S. cerevisiae expressing PfHsp40, growth rescue, ATP luminescence; growth rescue, % at 12.5 µM; actives 0.68% (n = 340,000); AID 504582; in the data active = growth rescue above about 28%, passing the limit was not always enough;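 also: yeast W303a lacking pdr1 and pdr3 grown in galactose medium; growth measured after three days at 30 °C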
FBA Mtb inh – inhibitors of M. tuberculosis fructose-bisphosphate aldolase; P9WQA3; purified M. tuberculosis FBA, fluorescence read-out; inhibition, % at 1 µM; actives 2.3% (n = 360,000); in the data active = inhibition above about 27%;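 also: 0% = vehicle and 100% = reference inhibitor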
Target sequence (P9WQA3 whole entry, looked up): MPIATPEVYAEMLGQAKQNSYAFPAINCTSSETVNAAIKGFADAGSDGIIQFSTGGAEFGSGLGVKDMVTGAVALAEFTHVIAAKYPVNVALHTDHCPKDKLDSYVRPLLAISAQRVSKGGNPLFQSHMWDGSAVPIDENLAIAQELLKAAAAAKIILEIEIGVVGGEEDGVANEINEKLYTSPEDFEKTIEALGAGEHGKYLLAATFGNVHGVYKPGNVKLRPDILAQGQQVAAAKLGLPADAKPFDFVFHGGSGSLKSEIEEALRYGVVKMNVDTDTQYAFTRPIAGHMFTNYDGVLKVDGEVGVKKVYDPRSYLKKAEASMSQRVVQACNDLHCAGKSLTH
GDH-TPI inh – GDH-TPI coupled enzyme inhibition counter-screen; GDH-TPI coupled enzyme counterscreen, NADH absorbance; inhibition, % at 4.8 µM; actives 1.2% (n = 360,000); AID 588335; in the data active = inhibition above about 30%;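 also: 0% = DMSO wells and 100% = wells lacking the enzyme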
Yp Topo-I inh – blocks Yersinia pestis topoisomerase I activity; actives 0.064% (n = 360,000); Y. pestis Topo-I cleavage product accumulation, plate reader; activity, % at 10 µM; in the data active = activity above about 50%, passing the limit was not always enough; also: inactives centre near 2
Numbers without * were called inactive; i = inactive; nt = no result given; & = joins results of further samples.

Labels used below – A = TcdB GH inh; B = Mtb UGM inh; C = FadD28 binding; D = Mtb BioA inh; E = Vc quorum ag; F = PfHsp40 yeast; G = FBA Mtb inh; H = GDH-TPI inh; I = Yp Topo-I inh
> O=C(Oc1c(Cl)cc(Cl)c2cccnc12)c1cccc([N+](=O)[O-])c1
  A: nt	B: -1.0	C: -0.7	D: nt	E: -0.4	F: -0.1	G: -2	H: 2	I: -6

> CNC[C@@H]1Oc2c(NC(=O)Nc3ccc(F)cc3)cccc2C(=O)N([C@H](C)CO)C[C@@H]1C
  A: 0.9&0.9	B: 0.3	C: -4.5	D: 0.2&-1.8	E: i	F: 1.6	G: -1	H: 5	I: -19

> O=C(NCCc1ccncc1)c1ccccc1F
  A: nt	B: 2.2	C: 0.2	D: 1.2	E: i	F: 0.3	G: -1	H: 10	I: 0

> CCOC(=O)CCNC(=O)N1CCCC(CNS(=O)(=O)c2cccs2)C1 (centres undefined)
  A: 1.6	B: 2.3	C: 0.4	D: nt	E: -0.1	F: -0.3	G: 1	H: -1	I: 11

> Cc1ccc(CSCC(=O)Nc2ccccc2)cc1
  A: 0.5	B: 0.9	C: nt	D: 2.1	E: i	F: -0.7	G: -2	H: -1	I: -3

> CCOc1ccc(N(C(C)C(=O)NC(C)CC)S(C)(=O)=O)cc1 (centres undefined)
  A: nt	B: 0.3	C: -1.5	D: -0.7	E: -2.0	F: 0.9	G: -1	H: -10	I: -1

> O=C(NCc1cccnc1)NC(=O)c1ccc(Cl)cc1
  A: 0.6	B: -0.9	C: -3.1	D: -1.6	E: -2.5	F: 0.9	G: 1	H: 1	I: 7

> CCC(=O)N(C(=O)CC)N1CCN(c2ccncc2S(=O)(=O)N2CCCCC2)CC1
  A: 0.4	B: -1.2	C: -0.2	D: 0.3	E: i	F: 1.6	G: -3	H: 1	I: 26

> COc1ccc(Cc2c(-c3ccc(C)cc3)nc3c4ccccc4ccn23)c(C)c1
  A: 1.8	B: nt	C: -7.5	D: -5.9	E: nt	F: nt	G: 6	H: nt	I: nt

> Cc1cc(=O)n2c(ccc3ccccc32)c1C#N
  A: nt	B: 1.3	C: -2.7	D: 1.2	E: -0.5	F: -0.5	G: -2	H: -7	I: 4

> O=C(Nc1nc(=O)c2ccccc2s1)c1ccc(Cl)cc1
  A: nt	B: -4.6	C: -1.1	D: 1.5	E: -0.6	F: 0.0	G: 8	H: 10	I: 8

> COc1ccc(CC(=O)Nc2cc(C)ccn2)cc1
  A: nt	B: -1.0	C: -2.8	D: 0.4	E: -3.7	F: 0.7	G: -1	H: 2	I: 2

> O=C(NO)C1CC2C=CC1C2 (centres undefined)
  A: nt	B: 2.2	C: -5.0	D: 0.5	E: -1.0	F: -0.2	G: -2	H: 3	I: 6

> Cc1cc(C)c(S(=O)(=O)NC2CC(C)(C)NC(C)(C)C2)cc1Br
  A: 0.9	B: -1.1	C: -1.4	D: -2.8	E: 5.6	F: 0.0	G: -1	H: 7	I: -3

> COc1ccc(C(=O)NCC(=O)OCC(=O)NC(=O)c2ccc(C(C)(C)C)cc2)cc1OC
  A: 0.9	B: 1.7	C: -1.6	D: -0.2	E: 0.1	F: 2.3	G: 3	H: 12	I: 18

> CCOC(=O)C(=O)Nc1nc(-c2ccc3c(c2)CCN3C(=O)C2CC2)c(C)s1
  A: 0.0	B: -0.3	C: -1.7	D: 1.0	E: -6.9	F: -0.4	G: -2	H: 15	I: 11

> C[C@@H]1CN([C@@H](C)CO)C(=O)CCCn2nncc2CO[C@@H]1CN(C)S(=O)(=O)c1ccc(Cl)cc1
  A: -0.2&0.5&0.7	B: nt	C: -3.0	D: -0.4&-0.6&0.1	E: -0.7	F: nt	G: -1	H: -2	I: 9

> Cc1nc2ccc(C(=O)Nc3cccc(NS(C)(=O)=O)c3)cn2c1N(C)C(=O)CCc1ccccc1
  A: 0.0	B: nt	C: -1.5	D: 0.6	E: -0.8	F: nt	G: 0	H: 4	I: 8

> CN(Cc1ccccc1)C(=O)c1[nH]cnc1C(=O)N[C@@H](CCCCNC(=O)OC(C)(C)C)C(=O)OC(C)(C)C
  A: nt	B: -1.2	C: 2.1	D: -0.1	E: -8.3	F: 0.0	G: 6	H: -4	I: 15

> CSCCC(NC(=O)/C(=C/c1ccco1)NC(=O)c1ccco1)C(=O)O (centres undefined)
  A: -1.0	B: -1.6	C: -1.7	D: -1.2	E: i	F: nt	G: -3	H: 5	I: 1

> O=S(=O)(/N=C(/c1ccccc1)N1CCCCCC1)c1ccccc1
  A: 0.1	B: 0.3	C: -1.2	D: -2.5	E: -0.2	F: -1.7	G: 1	H: 10	I: 2

> CC(Sc1nnc(-c2ccc(OC(F)F)cc2)n1N)C(=O)NCC1CCCO1 (centres undefined)
  A: 1.4	B: 0.7	C: 0.1	D: -0.8	E: 4.0	F: 0.8	G: 6	H: -5	I: -4

> COc1ccccc1CC(=O)NNS(=O)(=O)c1cccc([N+](=O)[O-])c1
  A: 1.3	B: 1.2	C: -3.7	D: -2.4	E: -0.3	F: -0.1	G: 1	H: -13	I: 2

> CCN(CC)CCn1c(=N)n(CC(O)COc2cccc(C)c2)c2ccccc21 (centres undefined)
  A: 2.3	B: -1.0	C: -2.1	D: nt	E: i	F: -0.4	G: -1	H: -1	I: 20

> O=C(CNC(=S)N(Cc1ccccc1)Cc1cccnc1)NCCc1ccccc1
  A: nt	B: 2.4	C: -0.9	D: 2.1	E: -1.1	F: -0.4	G: -1	H: 10	I: -1

A second format for part of the listing above.
> COc1ccc(Cc2c(-c3ccc(C)cc3)nc3c4ccccc4ccn23)c(C)c1
  TcdB GH inh: 1.8
  Mtb UGM inh: nt
  FadD28 binding: -7.5
  Mtb BioA inh: -5.9
  Vc quorum ag: nt
  PfHsp40 yeast: nt
  FBA Mtb inh: 6
  GDH-TPI inh: nt
  Yp Topo-I inh: nt
> O=C(NCc1cccnc1)NC(=O)c1ccc(Cl)cc1
  TcdB GH inh: 0.6
  Mtb UGM inh: -0.9
  FadD28 binding: -3.1
  Mtb BioA inh: -1.6
  Vc quorum ag: -2.5
  PfHsp40 yeast: 0.9
  FBA Mtb inh: 1
  GDH-TPI inh: 1
  Yp Topo-I inh: 7

(listing goes on)
Labels used below – A = TcdB GH inh; B = Mtb UGM inh; C = FadD28 binding; D = Mtb BioA inh; E = Vc quorum ag; F = PfHsp40 yeast; G = FBA Mtb inh; H = GDH-TPI inh; I = Yp Topo-I inh
> Cn1c(=O)n(C)c2cc(C(=O)O)ccc21
  A: nt	B: -2.5	C: 0.0	D: -1.0	E: i	F: -0.1	G: 1	H: 8	I: -1

> COc1cccc(CNC(=O)CSc2nnc3c(n2)[nH]c2ccccc23)c1
  A: -1.0	B: 6.6	C: 1.0	D: 8.1	E: -0.4	F: 3.3	G: -1	H: 9	I: 3

> COc1ccc(S(=O)(=O)c2ccccc2)cc1NS(=O)(=O)c1cccc(C(=O)O)c1
  A: -1.0	B: 1.3	C: -4.9	D: -1.2	E: -0.4	F: -0.3	G: -3	H: 15	I: -10

> COC(=O)[C@H](CCSC)NC(=O)Cn1cnc2c(NCc3ccccc3)ncnc21
  A: 1.1	B: nt	C: -0.8	D: 0.5	E: -0.8	F: -0.3	G: 2	H: -8	I: -1

> CCOC(=O)[C@H]1[C@H]2COc3ccc(Cl)cc3[C@@H]2N2C(=O)c3cc(C)ccc3NC(=O)[C@@]12C
  A: 0.0	B: 1.8	C: -3.3	D: -0.3	E: -1.4	F: -1.1	G: 1	H: -4	I: 21

> Cc1ccc(CS(=O)Cc2ccc(C(=O)NCCCc3ccccc3)o2)cc1 (centres undefined)
  A: -1.3	B: nt	C: -2.6	D: -0.1	E: i	F: nt	G: 4	H: 7	I: 1

Arranged by SMILES length (high to low): part of the list above.
Labels used below – A = TcdB GH inh; B = Mtb UGM inh; C = FadD28 binding; D = Mtb BioA inh; E = Vc quorum ag; F = PfHsp40 yeast; G = FBA Mtb inh; H = GDH-TPI inh; I = Yp Topo-I inh
> CCOC(=O)[C@H]1[C@H]2COc3ccc(Cl)cc3[C@@H]2N2C(=O)c3cc(C)ccc3NC(=O)[C@@]12C
  A: 0.0	B: 1.8	C: -3.3	D: -0.3	E: -1.4	F: -1.1	G: 1	H: -4	I: 21

> COc1ccc(S(=O)(=O)c2ccccc2)cc1NS(=O)(=O)c1cccc(C(=O)O)c1
  A: -1.0	B: 1.3	C: -4.9	D: -1.2	E: -0.4	F: -0.3	G: -3	H: 15	I: -10

> COC(=O)[C@H](CCSC)NC(=O)Cn1cnc2c(NCc3ccccc3)ncnc21
  A: 1.1	B: nt	C: -0.8	D: 0.5	E: -0.8	F: -0.3	G: 2	H: -8	I: -1

> COc1ccccc1CC(=O)NNS(=O)(=O)c1cccc([N+](=O)[O-])c1
  A: 1.3	B: 1.2	C: -3.7	D: -2.4	E: -0.3	F: -0.1	G: 1	H: -13	I: 2

> CC(Sc1nnc(-c2ccc(OC(F)F)cc2)n1N)C(=O)NCC1CCCO1 (centres undefined)
  A: 1.4	B: 0.7	C: 0.1	D: -0.8	E: 4.0	F: 0.8	G: 6	H: -5	I: -4

> Cc1ccc(CS(=O)Cc2ccc(C(=O)NCCCc3ccccc3)o2)cc1 (centres undefined)
  A: -1.3	B: nt	C: -2.6	D: -0.1	E: i	F: nt	G: 4	H: 7	I: 1

> Cn1c(=O)n(C)c2cc(C(=O)O)ccc21
  A: nt	B: -2.5	C: 0.0	D: -1.0	E: i	F: -0.1	G: 1	H: 8	I: -1
